All columns: NCI-60 one-dose screen, growth in % after 48 h at 10 µM unless noted; 100 = growth as untreated, 0 = no growth, -100 = all killed.
T-47D – T-47D breast cancer; 79,000 compounds, 5% hits; AID 1794792
MCF7 – MCF7 breast cancer; 82,000 compounds, 6.3% hits
HS 578T – HS 578T breast cancer | 78,000 compounds, 4.1% hits | AID 1794788
UACC-62 – UACC-62 melanoma; 81,000 compounds, 5.4% hits; AID 1794756
UACC-257 – UACC-257 melanoma. 78,000 compounds, 4.4% hits. AID 1794764
MALME-3M – MALME-3M melanoma; 78,000 compounds, 5.8% hits
BT-549 – BT-549 breast cancer | 78,000 compounds, 4.4% hits
LOX IMVI – LOX IMVI melanoma; 79,000 compounds, 7.4% hits; AID 1794757
Active calls of the source: *; nt = not tested or not shown; & = joins results of further samples. Rule for the calls: active = growth percent below 10; inactive = the rest.

SMILES	T-47D	MCF7	HS 578T	UACC-62	UACC-257	MALME-3M	BT-549	LOX IMVI
Nc1nc(Nc2ccccc2SSc2ccccc2Nc2nc(N)nc(-c3ccc(C(F)(F)F)cc3)n2)nc(-c2ccc(C(F)(F)F)cc2)n1	42	52	79	68	106	93	76	27
S=c1cc(S)c2cc(Br)ccc2[nH]1	84	89	109	83	87	98	91	96
CCN(c1ncc(C(=O)O)cn1)c1cc2c(cc1C)C(C)(C)CCC2(C)C	79	73	75	105	79	97	86	91
CCOc1ccc(Nc2nnc(C(=O)c3c[nH]c4ccccc34)o2)cc1	40	34	101	46	89	100	101	96
COc1ccc(CCN2CC(=O)NC(=O)C2)cc1OC	101	91	98	100	99	102	118	97
C=C(CBr)[C@@H]1CC[C@]2(COC(C)=O)CC[C@]3(C)[C@H](CC[C@@H]4[C@@]5(C)CC[C@H](OC(C)=O)C(C)(C)[C@@H]5CC[C@]43C)[C@@H]12	79	92	100	81	109	102	108	86
Cc1ccccc1C(=O)c1ccccc1C	99	97	91	90	98	91	93	100
CC1=CC(=O)CC(c2ccccc2)C1 (stereo unspecified)	97&101	99&98	111&94	100&111	97&105	103&115	114&106	100&93
COc1ccc(NC(=O)Nc2ccc(C#N)cc2)cc1	73&99	88&95	128&104	114&118	114&116	111&112	114&96	107
O=C(CC(C(=O)c1ccccc1)N1CCOCC1)c1ccccc1 (stereo unspecified)	72	43	99	88	94	101	100	88
O=C1[C@@H](OS(=O)(=O)CC(F)(F)F)[C@H](c2ccc(F)cn2)N1c1cc2c3ccccc3ccc2c2ccccc12	85	64	68	58	79	95	66	70
CC(OC(=O)c1ccccc1)c1ccccc1 (stereo unspecified)	102	99	96	86	nt	103	86	95
CC(O)C(O)C(O)C(/C=N\NC(N)=S)=N/NC(N)=S (stereo unspecified)	nt	96	111	98	101	106	101	101
CC(=O)Oc1ccc(CC(=O)O)cc1	93	89	102	99	98	118	94	97
Cc1cc(S(=O)(=O)c2ccc(Cl)cc2)nc(S(=O)(=O)c2ccc(Cl)cc2)c1C#N	87	64	98	89	92	95	108	69
Cc1[nH]nc2ccc3nc(-c4cnn(CCO)c4)c4c(c3c12)CCCC4	35	53	-2.5*	35	83	41	46	25
C[C@H]1[C@H](C)CC[C@]2(COC(=O)CCC(=O)NCC#CCN3CCNCC3)CC[C@]3(C)C(=CC[C@@H]4[C@@]5(C)CCCNC(C)(C)[C@@H]5CC[C@]43C)[C@H]12	40	1.4*	61	47	26	-39*	55	1.6*
CC(=O)Oc1ccccc1[N+](=O)[O-]	88	94	100	105	nt	108	107	93
O=C(Nc1ccc(C(F)(F)F)cc1)Nc1ccc(F)c(C(=O)c2c[nH]c3ncccc23)c1F	62	81	68	57	95	58	nt	79
Clc1ccccc1-c1nc2ccccc2s1	92	89	110	87	79	132	100	92
COc1ccc(CN(C(C)=O)c2cc(C)c([N+](=O)[O-])cc2OC)cc1OC	95	100	113	98	104	87	126	103
CCOC(=O)c1ccc(Nc2ncnc3c2c(C)nn3C)cc1	93	95	101	94	100	112	94	100
CCC[S@@](=O)c1ccc2nc(NC(=O)OC)[nH]c2c1	78	62	91	73	57	89	79	90
Cc1ccc(-c2nc3cc4nc5ccccc5nc4cc3n2C)cc1	95	86	105	102	109	113	115	105
O=CNC1c2ccccc2CCc2ccccc21	105&100	103&103	109&117	106&102	99&114	100	107&99	103&93
COc1cc(C)cc2oc3oc(=N)c(-c4csc(-c5c[nH]c6ccccc56)n4)cc3c(=O)c12	nt	85	89	84	105	78	111	83
CC(=O)[C@@H]1CC[C@]2(C(=O)NC3CCCCC3)CC[C@]3(C)[C@H](CC[C@@H]4[C@@](C)(CCC#N)[C@H](C(C)=O)CC[C@]43C)[C@@H]12	94	86	98	78	104	117	104	94
CC(C)(O)c1ccc(C(=O)O)cc1	98	91	101	95	94	105	109	102
O=C(O)c1ccc(NC(=S)NC(=O)c2ccc(Br)cc2)cc1	94	75	75	82	94	73	90	78
O=C(CCN1CCCC1)Nc1ccc2c(Nc3ccc(Br)cc3)c3ccccc3nc2c1	14	-67*	59	78	-48*	-86*	48	-92*
O=COCCCOCCCOc1ccccc1	nt	105	108	112	114	93	109	99
Oc1ccc(C2=NN(c3ccccc3)C(c3ccccc3)C2)cc1 (stereo unspecified)	96	92	103	85	111	95	104	96
COc1ccccc1CNC(=O)c1nc(-c2cc(OC)c(OC)c(OC)c2)n(-c2ccc(OC)c(OC)c2)n1	73	88	75	84	114	88	82	90
COC12C=C/C(=C(/C(=O)OCc3ccccn3)C(=O)CCCCCCCCC3(OC)C=C/C(=C(/C(=O)OCc4ccccn4)C(=O)CCCCCCCC1)O3)O2	18	-0.9*	50	-53*	11	-60*	-27*	-70*
CC(C)C1=C[C@@]23CC[C@@H]4[C@](C)(CCC[C@]4(C)C(=O)NCc4ccccc4)[C@H]2C[C@@H]1[C@H]1C(=O)CCC(=O)[C@H]13	52	43	63	60	78	95	69	27
COc1ccccc1C(C[N+](=O)[O-])c1c(C)[nH]c2ccccc12 (stereo unspecified)	76	98	90	72	101	98	107	91
O=S=Nc1ccc([N+](=O)[O-])cc1	76	96	95	73	nt	97	92	71
Fc1ccc(Nc2n[nH]c(-c3ccccc3)n2)cc1	96	86	96	nt	101	88	106	92
COc1ccc(-c2nn(-c3ccccc3)cc2-c2c3c(nn2-c2ccc(Br)cc2)CC(C)(C)CC3=O)cc1	62	79	99	77	115	102	95	87
Cc1cc(=O)oc2c1ccc1oc(C(=O)c3ccccc3)c(C)c12	76	69	103	81	100	113	101	80
CN1C(=O)N(C)C2Nn3c(s/c(=C\c4ccc[nH]4)c3=O)=NC21 (stereo unspecified)	104	93	104	94	100	105	105	102
CC(C)(CCC(=S)N1CCOCC1)C1CCCCC1	89	90	86	82	90	115	57	100
CN(C)CCC1(c2ccccc2)C=Cc2ccccc21 (stereo unspecified)	94	89	82	98	107	92	87	99
O=C(O)C1CCCCCC1	89	93	103	98	104	98	101	97
Cc1ccc(C)c(NCc2ccccc2)c1	81	88	nt	90	75	86	93	nt
Cc1nc2sc(C(=O)Nc3cccc(Cl)c3)c(N)c2cc1C(O)c1ccccc1 (stereo unspecified)	51	22	19	31	35	50	53	45
CCCCCCCCCN(CCCCCCCCC)C(C)C(=O)c1ccc2cc(Br)c3ccccc3c2c1 (stereo unspecified)	80	98	nt	93	99	118	101	64
O=[N+]([O-])c1cc2c(cc1Br)C1C(C3C2C(Cl)(Cl)C(Cl)=C(Cl)C3(Cl)Cl)C(Cl)(Cl)C(Cl)=C(Cl)C1(Cl)Cl (stereo unspecified)	91	91	114	87	93	81	93	92

Later entries.
Values run as follows: T-47D, MCF7, HS 578T, UACC-62, UACC-257, MALME-3M, BT-549, LOX IMVI
O=C(Nc1ccc(F)cc1)Nc1ccc(Cl)c([N+](=O)[O-])c1
 : 6.7*, 8.0*, 56, 16, 35, 27, 42, 9.4*
COc1ccc(-c2cs/c(=N\N=C\c3ccccc3F)n2-c2ccccc2)cc1
 : 64, 50, 90, 45, 84, 88, 96, 28
COc1cccc(NC(=O)Cn2c(C)c(C#N)c3ccccc32)c1
 : 86, 92, 98, 90, 102, 98, 101, nt
COc1ccc(C(=O)CSc2nnc3sc(Nc4cccc(Cl)c4)nn23)cc1
 : 89, 99, 98, 88, 111, 108, 106, 99
NC1=NC(c2ccc(O)cc2)c2c(n[nH]c2N)N1 (stereo unspecified)
 : 91, 93, 92, 81, 95, 93, 95, 97
NNC1=NCCS1
 : 98, 113, 102, 94, 95, 106, 98, 91
O=C(c1ccccc1)c1c(/C=C/c2ccc(Cl)cc2)nc2ccccc2c1/C=C/c1ccccc1
 : 82, 83, 100, 85, 90, 96, 105, 91
CCCCCCC(CCCCCCCCCCC(=O)OCC(CC)CCCC)OC(=O)CC (stereo unspecified)
 : 91, 92, 108, 99, 96, 88, 97, 92
Cc1cccc(C)c1NC(=O)CSC(=S)N1CCCCC1
 : 85, 98, 97, nt, 102, 88, 105, 98
COC(=O)CCCCCn1c2ccccc2c2c3c(c4c5ccccc5[nH]c4c21)C(=O)N(O)C3=O
 : 22, 13, 84, nt, nt, 96, 59, -65*
CCCCCCCCCCCN
 : 101, 98, 112, 101, 97, 104, 102, 102
COc1ccc(NC(=O)CSc2oc(-c3ccccc3)nc2S(=O)(=O)c2ccc(Br)cc2)c(OC)c1
 : 76, 87, 80, 43, 67, 88, 94, 96
COC(=O)C[C@H](Nc1nc(N)nc(N(C)Cc2ccccc2)c1C=O)C(=O)OC
 : 106, 106, 113, 101, 94, nt, 93, 97
O=c1c2c3c(sc2nc(N/N=C/c2ccc(Br)cc2)n1Cc1ccccc1)CCCC3
 : 88, 58, 65, 89, 79, 92, 94, 73
NC1=CC(=O)c2ccccc2C1=O
 : 98, 54, 72, 61, 69, 39, 92, 25
COC1/C=C/OC2(C)Oc3c(C)c(O)c4c(O)c(c(/C=N/N(c5ccccc5)c5ccccc5)c(O)c4c3C2=O)NC(=O)C(C)=C/C=C/C(C)C(O)C(C)C(O)C(C)C(OC(C)=O)C1C (stereo unspecified)
 : -3.9*, 33, 62, 48, 76, 111, 89, 47
Cn1cc(-c2cc(N)n3nc(-c4cn(C)c5ncccc45)cc3n2)c2cccnc21
 : 89, nt, 89, 102, 100, 97, 63, -100*
OC(c1ccc2ccccc2n1)c1c(Cl)cccc1Cl (stereo unspecified)
 : 94, 117, 101, 84, 99, 119, 103, 88
CCn1c(Sc2nnc(NC(=O)CCSC(=S)N3CCCCC3)s2)nc2c1c(=O)n(C)c(=O)n2C
 : 73, 68, 81, 86, 92, 85, 89, 90
CC(=O)Nc1nc(C)c(S(=O)(=O)Cl)s1
 : 97, 111, nt, 107, 110, 104, 108, 96
N#Cc1c(Nc2ccc(F)cc2)n[nH]c1-c1cccs1
 : 86, 81, 101, 77, 120, 108, 98, 95
COc1cc(OC)cc(C2CC(=O)Nc3c2c(C)nn3-c2nc3ccccc3[nH]2)c1 (stereo unspecified)
 : 13, 7.9*, 27, -19*, 24, 38, 39, 1.3*
C=C(C)[C@@H]1CC[C@]2(COC)CC[C@]3(C)[C@H](CC[C@@H]4[C@@]5(C)CCCNC(C)(C)[C@@H]5CC[C@]43C)[C@@H]12
 : 54, 7.6*, 38, 75, 13, -4.7*, nt, -91*
ClC1=C(Cl)C(Cl)=C(Cl)C1=Cc1ccc(Cl)cc1
 : 25, 25, -12*, 59, nt, -2.7*, -39*, -85*
N#Cc1c(-c2ccccc2Br)cc(-c2ccc(Br)s2)[nH]c1=O
 : nt, 90, 94, 90, 99, 93, 106, 96
COc1cc(/C=N/NC(=O)COc2cc(=O)[nH]c3cc(C)ccc23)cc(OC)c1OC
 : 102, 97, 99, 93, 102, 106, 99, nt
CCCCCC/C(C)=C\C(=O)OCC
 : 98, 88, 105, 101, 102, 107, 92, 107
COc1ccc(/C=C/c2n(Cc3ccc4ccccc4c3)c3ccccc3[n+]2Cc2ccc3ccccc3c2)cc1
 : -70*, -71*, -59*, -90*, -92*, -86*, -93*, -80*
Nc1nc(-c2ccccc2Br)cc(-c2cc3ccccc3oc2=O)n1
 : 83, 65, 88, 88, 102, 105, nt, 89
COc1ccc(OC(=O)c2ccc(Cl)cc2)cc1
 : 115, 96, 107, 98, 111, 104, 109, 105
Cc1cc(=O)n2c(C(=O)N/N=C/c3ccccn3)nn(-c3ccc(S(N)(=O)=O)cc3)c2n1
 : 100, 96, 99, 96, 104, 97, 108, 92
CCCCCCCCCCCCCCCc1ccc(Cl)c(O)c1Cl (tested in a mixture with another compound)
 : 85, 112, 105, nt, 81, 100, 103, 99
CC(C)C[C@H](NC(=O)Cn1ccccc1=O)B(O)O
 : 98, 68, 100, 98, 71, 71, 106, 78
O=C(CSc1nnc(-c2ccc(Cl)cc2)o1)c1ccccc1
 : 93, 102, 101, 92, 99, 112, 98, 94
O=C(O)c1cccc(N/C=C/C(=O)c2cc3ccccc3oc2=O)c1
 : 86, 50, 93, 94, 97, 89, 99, 95
Cc1ccc(/C=C(\C#N)C(=O)c2ccccc2)cc1
 : 103, 102, nt, 99, nt, 112, 115, 102
Cc1cc(=S)[nH]c(=S)[nH]1
 : 90, 87, 86, 92, 106, 81, 90, 93
CC(=O)Nc1ccc(/C=N/Nc2nc3ccccc3s2)cc1
 : 85, 69, 98, 99, 110, 78, 99, 91
O=C(c1nc2ccccc2[nH]1)C1C(c2cccs2)C2CC3CCCC[C@H]3N2[C@@]12C(=O)Nc1cc(Cl)ccc12 (stereo partly specified)
 : 46, 44, 71, 75, 72, 65, 72, 70
Cc1cccc2sc(/N=C(\N)C(Br)Br)nc12
 : 41, -13*, 37, 22, 68, -54*, 30, -86*

In the list so far, 3 have a CF3 group.
Values run as follows: T-47D, MCF7, HS 578T, UACC-62, UACC-257, MALME-3M, BT-549, LOX IMVI
Nc1nc(Nc2ccccc2SSc2ccccc2Nc2nc(N)nc(-c3ccc(C(F)(F)F)cc3)n2)nc(-c2ccc(C(F)(F)F)cc2)n1
 : 42, 52, 79, 68, 106, 93, 76, 27
O=C1[C@@H](OS(=O)(=O)CC(F)(F)F)[C@H](c2ccc(F)cn2)N1c1cc2c3ccccc3ccc2c2ccccc12
 : 85, 64, 68, 58, 79, 95, 66, 70
O=C(Nc1ccc(C(F)(F)F)cc1)Nc1ccc(F)c(C(=O)c2c[nH]c3ncccc23)c1F
 : 62, 81, 68, 57, 95, 58, nt, 79

Source: PubChem BioAssay (NCI)
